SMN2 splice up = SMN2 splice variant enhancement | Potency, µM (titrated, usually from 46.1 µM), inactives show top-dose activity change, positive = activation, most hits filed as activators | hit rate 2.8% among 210,000 | HEK293 SMN2-luciferase splicing reporter, luminescence, 30-36 h | AID 1458; further: % of control where 0% means no effect; nearly all actives have a fitted effect of over 55% in size
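HEK293 cells carry an SMN2 minigene-luciferase reporter in which exon 7 inclusion puts luciferase in frame. Cells were seeded at 2000 cells/well, attached for 10-12 hours, then exposed to compounds for 30-36 hours at 37C before ONE-Glo luminescence.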
KDM4E inh = blocks human JMJD2E demethylase activity; B2RXH2; JMJD2E catalytic domain, FDH-coupled NADH fluorescence (FDH is formaldehyde dehydrogenase); Potency, µM (titrated, usually from 57.1 µM), for the others: at the highest dose activity change, negative = inhibition, usual class: inhibitors; hit rate 1.6% among 230,000; AID 2147; active means well fitted inhibition curve with a large enough effect, not every such curve was filed as active; inconclusive means small, poorly fitted or top-dose-only effect, or another doubt; inactive means no such curve, though single readings can be large or run the other way;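 further: 0% = wells with enzyme and -100% = buffer wells without enzyme; nearly all actives have a fitted effect of over 50% in size; many of its hits are not listed in these tables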
IMPase Li cell = IMPase inhibition in cells with lithium potentiation; CHO-M1 cells, IP1 TR-FRET (IP-One), carbachol + lithium; Potency, µM (series often up to 59.4 µM), without a hit: at the highest dose activity, negative = IMPase inhibition, usual class: inhibitors; hit rate 0.35% among 210,000; AID 1457;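 further: IP1 builds up when IMPase is blocked and the TR-FRET signal falls; plate controls were basal vehicle for no effect and high inhibitor control for full effect; nearly all actives have a fitted effect of over 50% in size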
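IP1 accumulation measured by competitive TR-FRET in lysed CHO-M1 cells after 30 min compound exposure at 37C, with a small lithium addition to potentiate weak responses. Hill-equation AC50 from ratio and donor-channel data.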
KinaseGlo FLuc = Kinase-Glo luciferase inhibition (counter-screen); Q27757; Kinase-Glo luciferase, ATP luminescence, 8 min; Potency, µM (doses to about 38.3 µM), for the others: at the top dose activity change, negative = inhibition, hits mostly inhibitors; hit rate 0.28% among 200,000; further: on the % scale 0 is the no-effect control and ±100 the full control effect; nearly all actives have a fitted effect of over 60% in size
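Light output from Kinase-Glo luciferase with luciferin and 10 uM ATP in 50 mM imidazole pH 7.2, KCl, MgCl2, Tween 20, BSA; compound pin-delivered, 8-min ambient incubation, then luminescence read.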
RECQ1 helicase = RECQ1 (human) helicase inhibition. AID 2549. Potency, µM (doses to about 57.3 µM), inactives show at the top dose activity, negative = inhibition, hits mostly inhibitors. hit rate 0.54% among 240,000. RECQ1 DNA unwinding, red fluorescence kinetic read. P46063;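 further: plate controls were vehicle for no effect and no enzyme for full effect; nearly all actives have a fitted effect of over 30% in size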
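RECQ1T1 50 nM; forked duplex (20 bp + 30-nt ss tails) 200 nM, ATP 2 mM final; pH 8.0, 2 mM MgCl2, 2.5 ug/ml poly(dI-dC); 15 min compound preincubation; discontinuous kinetic read over 2 h at RT.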
NPSR antagonist = neuropeptide S receptor (human) antagonism, cAMP | Q6W5P4 | CHO-NPSR cells, cAMP TR-FRET, antagonist mode | Potency, µM (doses to about 38.3 µM), inactives show at the top dose activity change, negative = inhibition, hits mostly inhibitors | hit rate 1% among 220,000 | AID 1461; further: on the % scale 0 is the no-effect control and ±100 the full control effect; nearly all actives have a fitted effect of over 50% in size; many of its hits are not listed in these tables
Epigenetic reg = epigenetic control regulation, reporter derepression. murine LDR cells, GFP reporter derepression, 30 h. Potency, µM (titrated, usually from 53.9 µM), for inactives: at the highest dose GFP activation, most hits filed as activators. hit rate 0.2% among 280,000. AID 1865; further: % of control where 0% means no effect; nearly all actives have a fitted effect of over 60% in size
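In this reporter-derepression format, murine cells bearing a silenced integrated CMV-GFP locus incubate with test compound (30 h, 37 C), then are washed and imaged; fluorescent objects of 20–120 um count as induced cells.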
GoLoco inh red = inhibitors of human Gai1-RGS12 GoLoco interaction (red fluorophore); Gai1:RGS12 GoLoco peptide FP, rhodamine, 10 min; Potency, µM (series often up to 61.6 µM), without a hit: at the top dose activity, negative = inhibition, most hits filed as inhibitors; hit rate 0.44% among 230,000; active means well fitted inhibition curve with a large enough effect, not every such curve was filed as active; inactive means no such curve, though single readings can be large or run the other way; further: on the % scale 0 is the no-effect control and ±100 the full control effect; nearly all actives have a fitted effect of over 30% in size; many of its hits are not listed in these tables
Target sequence (P63096 whole entry, looked up): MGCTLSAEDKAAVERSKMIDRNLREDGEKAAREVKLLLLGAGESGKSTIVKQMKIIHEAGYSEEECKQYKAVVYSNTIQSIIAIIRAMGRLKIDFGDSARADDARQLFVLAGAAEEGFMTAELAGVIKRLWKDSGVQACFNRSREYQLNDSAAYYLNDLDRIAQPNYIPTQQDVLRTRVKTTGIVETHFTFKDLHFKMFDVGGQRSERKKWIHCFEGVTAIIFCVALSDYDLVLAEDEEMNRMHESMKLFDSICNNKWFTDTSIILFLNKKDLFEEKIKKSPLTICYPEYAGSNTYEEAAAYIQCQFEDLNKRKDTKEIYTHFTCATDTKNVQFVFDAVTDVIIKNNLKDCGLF
Starred values were filed as active, the others as inactive; i = inactive; ? = inconclusive; nt = not tested or not shown; [ ] = another dose, or the depositor's remark. Unless noted, the call rests on the fitted dose curve; in most records, active means well fitted curve in the direction sought with a large enough effect; inconclusive means small, poorly fitted or top-dose-only effect, or another doubt; inactive means no such curve, though single readings can be large; an effect the other way counts as inactive or inconclusive. Potency means the concentration at half of the fitted maximal effect.

1	COc1ccccc1C1CCN(C(=O)c2cccs2)CC1
2	CC(=O)OC1CC(C)(C)N(OC(=O)c2ccc(N)cc2)C(C)(C)C1
3	CCOc1ccccc1NC(=O)Cn1c(=O)n(-c2ccc(OC)cc2OC)c(=O)c2c(C)c(C(=O)N(CC)CC)sc21
4	O=C(CN(c1cccc(C(F)(F)F)c1)S(=O)(=O)c1ccc(Cl)c([N+](=O)[O-])c1)NCc1ccccc1
5	CCOC(=O)c1[nH]c(C)c(CCC(=O)OC)c1C
6	CCn1c(=O)c(C(=O)CN2CCOCC2)c(N)n(Cc2ccccc2)c1=O
Screen / compound no.	1	2	3	4	5	6
SMN2 splice up	nt	-1.2%	-11.3%	-6.4%	?	-10.8%
KDM4E inh	1.5%	0.7%	1.6%	-6.8%	7.4%	3.6%
IMPase Li cell	nt	22.9%[38.3 µM]	7.2%	24.1%	2.6%	-8.3%[38.3 µM]
KinaseGlo FLuc	nt	2.9%	-0.4%	-0.6%	5.7%	-2.7%
RECQ1 helicase	i	3.4%	-8.2%	-14.6%	-0.6%	-12.1%
NPSR antagonist	16.7%	-6.0%[46.1 µM]	-17.2%	?	-4.4%[46.1 µM]	-4.2%[46.1 µM]
Epigenetic reg	1.1%	-1.1%	2.9%	4.6%	-5.7%	-1.2%
GoLoco inh red	1.9%	2.3%	-1.2%	1.7%	5.0%	13.6%

7	CCn1cc(C(=O)N2CCCC2)c(=O)c2cc(S(=O)(=O)N(C)C)ccc21
8	O=Cc1cccn1-c1ncc(Br)cn1
9	Cc1ccc(N2CN(Cc3cccnc3)CNC2=S)c(C)c1
10	O=C1CC(C(=O)Nc2ccc(Cl)c(Cl)c2)S/C(=N\N=C\c2ccco2)N1 (stereo unspecified)
Screen / compound no.	7	8	9	10
SMN2 splice up	-0.5%	-2.7%	-6.2%	nt
KDM4E inh	-2.4%	2.5%	-1.5%	0.2%
IMPase Li cell	-10.2%[38.3 µM]	-2.5%	-3.3%	nt
KinaseGlo FLuc	5.5%	6.3%	-1.5%	nt
RECQ1 helicase	-4.1%	-1.7%	-4.2%	-2.9%
NPSR antagonist	-3.2%[46.1 µM]	7.3%	-0.3%[46.1 µM]	-5.0%
Epigenetic reg	-0.2%	-0.1%	0.0%	4.2%
GoLoco inh red	4.9%	-1.9%	9.5%	0.4%

Arranged by heavy-atom count (descending): eight of the compounds above
3	CCOc1ccccc1NC(=O)Cn1c(=O)n(-c2ccc(OC)cc2OC)c(=O)c2c(C)c(C(=O)N(CC)CC)sc21
4	O=C(CN(c1cccc(C(F)(F)F)c1)S(=O)(=O)c1ccc(Cl)c([N+](=O)[O-])c1)NCc1ccccc1
6	CCn1c(=O)c(C(=O)CN2CCOCC2)c(N)n(Cc2ccccc2)c1=O
7	CCn1cc(C(=O)N2CCCC2)c(=O)c2cc(S(=O)(=O)N(C)C)ccc21
2	CC(=O)OC1CC(C)(C)N(OC(=O)c2ccc(N)cc2)C(C)(C)C1
9	Cc1ccc(N2CN(Cc3cccnc3)CNC2=S)c(C)c1
1	COc1ccccc1C1CCN(C(=O)c2cccs2)CC1
5	CCOC(=O)c1[nH]c(C)c(CCC(=O)OC)c1C
Screen / compound no.	3	4	6	7	2	9	1	5
SMN2 splice up	-11.3%	-6.4%	-10.8%	-0.5%	-1.2%	-6.2%	nt	?
KDM4E inh	1.6%	-6.8%	3.6%	-2.4%	0.7%	-1.5%	1.5%	7.4%
IMPase Li cell	7.2%	24.1%	-8.3%[38.3 µM]	-10.2%[38.3 µM]	22.9%[38.3 µM]	-3.3%	nt	2.6%
KinaseGlo FLuc	-0.4%	-0.6%	-2.7%	5.5%	2.9%	-1.5%	nt	5.7%
RECQ1 helicase	-8.2%	-14.6%	-12.1%	-4.1%	3.4%	-4.2%	i	-0.6%
NPSR antagonist	-17.2%	?	-4.2%[46.1 µM]	-3.2%[46.1 µM]	-6.0%[46.1 µM]	-0.3%[46.1 µM]	16.7%	-4.4%[46.1 µM]
Epigenetic reg	2.9%	4.6%	-1.2%	-0.2%	-1.1%	0.0%	1.1%	-5.7%
GoLoco inh red	-1.2%	1.7%	13.6%	4.9%	2.3%	9.5%	1.9%	5.0%

Assay outcomes deposited in PubChem BioAssay by National Center for Advancing Translational Sciences (NCATS).

The list is partial (hit frequency here may not be typical).
